PTHR1 ag – agonists of human PTHR1 parathyroid hormone receptor | HEK293 GP2 PTHR1 cells, GloSensor cAMP luminescence, 1 h | Potency, µM (top dose mostly 115 µM), for inactives: top-dose activation, hits mostly activators | actives 0.075% (n = 410,000) | AID 743266; also: nearly all actives have a fitted effect of over 55% in size; some results filed as inactive show a strong effect at the top dose; inactives centre near -15; many of its hits are not listed in these tables
Target sequence (Q03431 whole entry, looked up): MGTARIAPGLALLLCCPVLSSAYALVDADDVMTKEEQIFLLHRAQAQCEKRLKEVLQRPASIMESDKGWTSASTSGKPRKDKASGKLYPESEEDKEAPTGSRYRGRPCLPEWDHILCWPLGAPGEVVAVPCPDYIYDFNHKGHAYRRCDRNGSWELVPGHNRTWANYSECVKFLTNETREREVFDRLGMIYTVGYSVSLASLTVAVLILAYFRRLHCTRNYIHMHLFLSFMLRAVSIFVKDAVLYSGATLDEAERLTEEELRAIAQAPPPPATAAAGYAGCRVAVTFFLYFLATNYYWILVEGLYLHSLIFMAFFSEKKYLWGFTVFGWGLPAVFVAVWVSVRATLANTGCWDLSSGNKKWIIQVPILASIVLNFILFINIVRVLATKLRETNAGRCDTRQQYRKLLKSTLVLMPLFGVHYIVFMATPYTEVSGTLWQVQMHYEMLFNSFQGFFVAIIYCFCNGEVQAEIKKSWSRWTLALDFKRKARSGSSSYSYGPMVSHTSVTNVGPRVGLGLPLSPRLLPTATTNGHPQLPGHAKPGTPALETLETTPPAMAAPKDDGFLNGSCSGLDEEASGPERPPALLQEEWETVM
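HEK-293-derived GP2 cells expressing PTHR1 and a GloSensor cAMP reporter, 3,000/well, plated overnight, given luciferin plus IBMX (each 0.5 mM as added) for 1 h at 37 °C, then compound for 1 h at 37 °C. Luminescence was read after 15 min at room temperature.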
GLP1R cytotox – cytotoxic in the GLP-1 receptor inverse agonist counter-screen. HEK293 cAMP-luciferase reporter cells, luminescence, 24 h. Potency, µM (top dose mostly 38.3 µM), for the others: at the top dose activity change, negative = inhibition, actives largely listed as inhibitors. actives 0.13% (n = 410,000);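 also: loss of luciferase light is scored as toxicity; % is scaled to controls: 0 for no effect and ±100 for the full control effect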
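Luminescence readout: signal drop marks cytotoxicity. Plated cells grew 12 h at 37 °C, 5% CO2, received 23 nL compound for 24 h, then got luciferase reagent, read after 12 min at RT.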
GLP-1R inv ag – GLP-1 receptor (human) inverse agonism | HEK293 GLP-1R CRE-luciferase, luminescence, 24 h; GLP-1R form is constitutively active | actives 1.6% (n = 410,000) | Potency, µM (top dose mostly 38.3 µM), for inactives: top-dose activity change, negative = inhibition, hits mostly inhibitors | AID 624417 | P43220; also: % is scaled to controls: 0 for no effect and ±100 for the full control effect; nearly all actives have a fitted effect of over 55% in size
Target sequence (P43220 whole entry, looked up): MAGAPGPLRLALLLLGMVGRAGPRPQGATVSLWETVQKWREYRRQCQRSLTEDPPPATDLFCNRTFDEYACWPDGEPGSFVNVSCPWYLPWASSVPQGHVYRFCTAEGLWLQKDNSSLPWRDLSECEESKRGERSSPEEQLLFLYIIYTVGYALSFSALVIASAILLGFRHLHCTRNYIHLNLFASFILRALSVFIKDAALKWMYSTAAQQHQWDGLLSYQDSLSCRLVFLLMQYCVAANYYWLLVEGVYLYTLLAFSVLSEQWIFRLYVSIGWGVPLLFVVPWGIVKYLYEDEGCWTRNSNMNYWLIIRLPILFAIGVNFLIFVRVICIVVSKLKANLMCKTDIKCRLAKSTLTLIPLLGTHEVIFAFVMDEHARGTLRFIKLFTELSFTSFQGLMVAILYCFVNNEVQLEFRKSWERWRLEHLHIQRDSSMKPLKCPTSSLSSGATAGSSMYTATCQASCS
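Inverse agonism was detected as reduced cAMP-driven luciferase luminescence after 24 h compound treatment. The cells were HEK293 clones expressing constitutively active human GLP-1R with the reporter. Reporter-only and GPR119 cell lines served as counterscreen controls.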
Numbers without * were called inactive; i = inactive; ? = inconclusive; [ ] = dose if it differs, or a comment. Calls follow the shape of the dose curve; as a rule, active = well fitted curve in the direction sought with a large enough effect; inconclusive = small, poorly fitted or top-dose-only effect, or another doubt; inactive = no such curve, though single readings can be large; an effect the other way counts as inactive or inconclusive. Potency is read from the fitted curve at half-maximal effect. Not all compounds are listed; rates above refer to the full screens.

SMILES	PTHR1 ag	GLP1R cytotox	GLP-1R inv ag
CCOc1ccc2nc(N3CCN(C(=O)c4ccc(S(=O)(=O)CC)cc4)CC3)sc2c1	-24%	-1%	-14%
Cc1ccc(CNC(=O)CN2C(=O)C3CCCCN3c3ccc(C(=O)N4CCCC4)cc32)cc1 (centres undefined)	-8%	-9%	-9%
Cc1c(C(=O)Nc2ccccc2Cl)oc2ccc(S(=O)(=O)N3CCCCCC3)cc12	-23%	-1%	0%
CCOC(=O)c1ccc(CN(Cc2ccc(F)cc2)S(=O)(=O)c2ccc(F)cc2)cc1	i	2%	?
C=Cc1ccc(Cn2c(C(=O)O)c(CNCc3ccccc3)c3ccc(OC)cc32)cc1	i	?	?
COc1ccc(C2CC(=O)NC(NC(=O)c3ccc(Br)cc3)=N2)c(OC)c1OC (centres undefined)	-44%[inhibitor]	5%	1%
Cc1ccccc1Nc1cc(C(=O)NC2CCC(C)CC2)c2ccccc2n1 (centres undefined)	i	-12%	?
COc1ccc(CC(=O)N2CC(=O)Nc3ccc(F)cc3C2c2ccccc2)cc1 (centres undefined)	i	0%	-3%
CCOc1ccc(C(=O)N2CCC(c3noc(-c4ccc(S(=O)(=O)N5CCCC5)cc4)n3)CC2)cc1	-72%	0%	0%
Cc1cccc(C(=O)N2CCCCC2CCN2CCCCC2)c1 (centres undefined)	3%	2%	9%
CCOc1ccc(CNC(=O)Cn2c(=O)c3cccn3c3ccc(F)cc32)cc1	?	16%	14%
Cc1noc(/C=C/c2ccco2)c1S(=O)(=O)N1CCC(C(=O)Nc2ccc(F)c(Cl)c2)CC1	-56%[inhibitor]	-11%	?
O=S(=O)(c1ccc(F)cc1)N(Cc1nc(-c2ccc(Cl)cc2)no1)C1CCCCC1	-20%	3%	3%
Cc1ccc(-n2nnc(-c3nsc(NC(=O)c4ccccc4C)n3)c2C)cc1Cl	i	7%	3%
O=C(Nc1cccc(C(F)(F)F)c1)c1ccc(F)c(S(=O)(=O)N2CCc3ccccc3C2)c1	-88%[inhibitor]	-13%	?
COc1ccc(NS(=O)(=O)c2ccc3[nH]c4c(c3c2)CCCC4)cc1Cl	-31%[inhibitor]	-13%	?
COc1ccc(Cl)cc1NC(=O)CCn1nc(C)cc1C	-18%	2%	4%
O=C(NCc1ccccc1Cl)C1CCC(CNS(=O)(=O)c2ccc(Cl)cc2)CC1 (centres undefined)	i	16%	15%
Cc1ccccc1OCC(=O)Nc1nnc(SCc2cc(=O)n3cccc(C)c3n2)s1	-2%	-9%	3%
CCN1CCC(N(Cc2ccc(F)cc2)C(=O)Nc2ccc(C)c(F)c2)CC1	14%	-11%	-28%
CCN1CCN(C(c2ccccc2)c2c(O)cc(C)n(CCOC)c2=O)CC1 (centres undefined)	?	-7%	18%
COc1ccc(N2CCN(C(=O)C3CCN(S(=O)(=O)c4cccc5nonc45)CC3)CC2)cc1	-19%	1%	5%
COc1ccc(CCNC(=O)c2cc3sccc3n2Cc2ccc(Cl)cc2)cc1OC	-30%[inhibitor]	3%	?
CCOc1ccc(-n2nc(CO)c(C(=O)NCc3ccccn3)n2)cc1	i	2%	-3%
Cc1ccccc1C(=O)Nc1sc2c(c1C(=O)NCc1ccco1)CCC(C(C)(C)C)C2 (centres undefined)	-24%	-1%	3%
O=C(COCc1cc(-c2cccs2)on1)N1CCN(c2ccccc2)CC1	i	8%	-11%
CCc1cnc2c(c1SCC(=O)c1ccc(OC)cc1)c(=O)n(C)c(=O)n2C	-15%	-2%	10%
Cc1ccc(NC(=O)C2CCN(c3nc(-c4ccc(C(C)C)cc4)no3)CC2)c(Cl)c1	-4%	3%	-3%
COc1ccc(C(C(=O)NCc2ccccc2)N(C(=O)Cn2nnc3ccccc32)c2cccc(OC)c2)cc1 (centres undefined)	6%	-8%	9%
COc1cc(C(=O)NCC(c2ccc3c(c2)OCO3)N2CCOCC2)cc(OC)c1OC (centres undefined)	-21%	1%	6%
COCCNC(=O)CCCn1c(SCc2ccccc2Cl)nc2c(sc3ccccc32)c1=O	i	-5%	0%
COCCN1C(=O)c2oc3ccc(C)cc3c(=O)c2C12C(=O)N(C)c1ccccc12 (centres undefined)	-11%	1%	9%
CCN(CC)S(=O)(=O)c1ccc2c(c1)N(CC(=O)Nc1cccc(C)c1C)C(=O)C1CCCN21 (centres undefined)	i	-7%	10%
CCCCOc1ccc(S(=O)(=O)NCc2csc(-c3ccc(OC)cc3)n2)cc1	-17%	17%	1%
CCOc1cc2c(cc1OCC)C(CC(=O)OC)N(C(=O)Nc1cc(OC)ccc1OC)CC2 (centres undefined)	-39%[inhibitor]	6%	3%
COc1ccc(CCNC(=O)C2CCCN(c3nc4c(C)cc(C)cc4s3)C2)cc1OC (centres undefined)	i	4%	27%
Cc1c(Cl)cccc1NC(=O)C(C)n1c(=O)cc(C)c2c(C)nn(-c3ccccc3)c21 (centres undefined)	i	-15%	4%
O=C(NCCc1ccccc1)c1c[nH]c2ccc(S(=O)(=O)Nc3ccccc3F)cc2c1=O	-21%	4%	8%
CCc1cccc(C)c1NC(=O)C(C)Sc1nc2c(c(=O)[nH]1)CCCC2 (centres undefined)	-25%	8%	0%
Cc1c(Cl)cccc1NC(=O)c1cnc2sc(N3CCOCC3)nn2c1=O	30%	1%	3%
Cc1c(C(=O)OCCOc2ccccc2)[nH]c2c1C(=O)CC(c1ccccc1)C2 (centres undefined)	i	-26%	-59%
CCOc1ccc(OCC)c(NC(=O)CCc2nc3cccnc3n2-c2ccccc2)c1	-9%	0%	11%
COCCNC(=O)CCC(=O)N1Cc2cccc(OC)c2Oc2ncccc21	?	2%	17%
CSc1ccc(CCNC(=O)c2cnc3c(C)cccn3c2=O)cc1	-28%	-16%	29%
O=C(Cn1cc(SCc2ccccc2F)c2ccccc21)N1CCCC1	-22%	-16%	?
CC(=O)Nc1ccc(NS(=O)(=O)c2cc3c4c(c2)CC(=O)N4CCC3)cc1	23%	-7%	-4%
O=C(NCCc1ccccc1)c1ccc(CSc2nc3cccnc3n2Cc2ccccc2F)cc1	-19%	0%	-4%
Cc1cc(F)ccc1S(=O)(=O)NCC(c1ccco1)S(=O)(=O)c1cccs1 (centres undefined)	-14%	1%	-2%
Cc1cc(C)cc(NC(=O)CCc2c(C)nc3nc(CNC(=O)c4cccc(F)c4)nn3c2C)c1	-16%	2%	5%
Cc1cccc(C(=O)Nc2ccccc2-c2nc(-c3ccccc3)no2)c1	?	8%	11%

2 entries from above, reformatted.
Results follow in this order: PTHR1 ag | GLP1R cytotox | GLP-1R inv ag
Cc1cccc(C(=O)Nc2ccccc2-c2nc(-c3ccccc3)no2)c1
 : ? | 8% | 11%
Cc1cc(C)cc(NC(=O)CCc2c(C)nc3nc(CNC(=O)c4cccc(F)c4)nn3c2C)c1
 : -16% | 2% | 5%

Continuation:
SMILES	PTHR1 ag	GLP1R cytotox	GLP-1R inv ag
O=C1CN(C(=O)COc2ccc(Cl)cc2)C(c2ccc(F)cc2)c2cc(Cl)ccc2N1 (centres undefined)	i	-4%	?
COc1ccc(CCNC(=O)c2cccc(-n3cnc4cccnc43)c2C)cc1OC	?	4%	7%
O=C1Cc2cc(S(=O)(=O)Nc3ccc(OC(F)(F)F)cc3)cc3c2N1CCC3	-30%	-9%	-13%
COc1cc(CN(C(=O)Nc2ccccc2)c2ccccn2)cc(OC)c1OC	-8%	-4%	1%
CSc1nc(Nc2ccc(F)cc2)cc(-c2ccccc2)n1	-5%	-13%	?
COc1ccc(NC(=O)c2ccc3nc(CCc4ccccc4)oc3c2)cc1	-4%	-1%	21%
Cc1ccc(NC(=O)/C=C\C(=O)N(c2ccc(C(C)C)cc2)C(C(=O)NCc2ccco2)c2ccc(Cl)cc2)cc1 (centres undefined)	i	6%	?
Cc1nc(N2CCCC2)ncc1C(=O)N1CCN(c2ccc(Cl)cc2)CC1	-52%	0%	-10%
COc1ccc(Cn2ccc3nc(C)c(C(=O)NCc4cccc(OC)c4)cc3c2=O)cc1	-9%	-8%	?
COc1ccc(S(=O)(=O)Nc2ccc(-c3ccc(N4CCCC4)nn3)cc2)cc1F	i	18%	13%
Cc1ccc(NC(=O)NCCc2c(C)nn(C)c2C)cc1Cl	-32%[inhibitor]	7%	?
COc1cccc(CNC(=O)CSc2nnc(C)c3c(C)n(-c4ccccc4)nc23)c1OC	i	1%	3%
Cc1ccc(NC(=O)Cn2c(=O)n(Cc3nc(C)no3)c(=O)c3cc4c(cc32)OCO4)c(Cl)c1	-18%	-5%	0%
Cc1ccc(-c2noc(-c3nnn(CC(=O)Nc4ccc(C)c(Cl)c4)c3N)n2)cc1	i	-3%	8%
COc1ccc(CNC(=O)C(C)n2c(=O)cc(C)c3c(C)nn(-c4ccccc4)c32)cc1 (centres undefined)	-36%	0%	11%
CSc1cccc(NC(=O)CN(C)S(=O)(=O)c2ccc3c(c2)CCCN3C(C)=O)c1	-37%[inhibitor]	0%	-7%
CCOC(=O)c1c(C)oc2nc(C)nc(NCc3ccc(C)cc3)c12	i	-2%	2%
COc1ccccc1N1CCN(c2cc(C)nc3nc(-c4ccc(C)cc4)nn23)CC1	i	6%	13%
Cc1cccc(C)c1NC(=O)Cn1c(=O)n(CCC(=O)NCc2ccc3c(c2)OCO3)c(=O)c2sccc21	i	8%	3%
Cc1cc(CN2CCN(c3cccc(C)c3C)CC2)cs1	-20%	0%	?

Three compounds out of the list above, arranged by their value in PTHR1 ag, descending.
| Compound | PTHR1 ag |
| --- | --- |
| Cc1ccc(NC(=O)Cn2c(=O)n(Cc3nc(C)no3)c(=O)c3cc4c(cc32)OCO4)c(Cl)c1 | -18% |
| Cc1cc(CN2CCN(c3cccc(C)c3C)CC2)cs1 | -20% |
| COc1ccc(CNC(=O)C(C)n2c(=O)cc(C)c3c(C)nn(-c4ccccc4)c32)cc1 (centres undefined) | -36% |

New compounds follow:
SMILES	PTHR1 ag	GLP1R cytotox	GLP-1R inv ag
COc1ccc(Br)cc1CNC(=O)Cn1c(=O)c2cccn2c2ccc(F)cc21	-4%	12%	10%
CCOc1ccc(NC(=O)CSC2=Nc3ccccc3C3=NC(CCC(=O)NCc4ccccc4)C(=O)N23)cc1 (centres undefined)	-2%	15%	2%
CCn1cc2nc(SCc3ccccc3)n(Cc3ccc(C)cc3)c(=O)c2n1	-23%	4%	-1%
Cc1cccc(OCC(=O)Nc2ccccc2C(=O)OCc2cc(=O)n3nc(C4CC4)sc3n2)c1	-2%	7%	-7%
CC(=O)N1CCCc2cc(S(=O)(=O)N(C)CC(=O)Nc3cccc(Cl)c3C)ccc21	-32%	-11%	-15%
Cc1noc(-c2ccc(-c3noc(-c4ccc([N+](=O)[O-])c(C)c4)n3)cc2)n1	i	-4%	1%
Cc1nc(N2CCCC2)ncc1C(=O)Nc1ccc(OC(F)(F)F)cc1	-39%[inhibitor]	7%	-12%
COc1ccccc1NC(=O)CSCc1cc(=O)c2cccc(Cl)c2[nH]1	i	-11%	9%
CC(C)CCNC(=O)c1nn(C)c2c1CSc1ccccc1-2	-37%[inhibitor]	1%	?
CN(CC(=O)Nc1ccc(F)cc1F)S(=O)(=O)c1cccc2nsnc12	-1%	-4%	5%
COc1ccc(-c2nnc(SCC(=O)Nc3cccc(F)c3)s2)cc1	-7%	1%	9%
COc1cc(NC(=O)C(NC(=O)C2CCC(C)CC2)C(C)C)cc(OC)c1OC (centres undefined)	i	-2%	4%
O=C(NCc1ccc(F)cc1)c1ccc2c(c1)nc1n2CCCCC1	i	21%	4%
CCCCNc1nc2c(c(=O)n(C)c(=O)n2C)n1CC(O)COc1ccccc1C (centres undefined)	-2%	-1%	-18%
Cc1ccc(OCc2ccc(-c3nc(C#N)c(NCc4ccccc4Cl)o3)o2)cc1	-28%	-8%	7%
Cc1cccc(NC(=O)Cn2c(SCC(=O)NCc3ccccc3)nc3ccccc32)c1C	24%	-18%	?
CCN(CC)c1ccc(NC(=O)c2cc(S(=O)(=O)N3CCc4ccccc43)cn2C)c(C)c1	-12%	-4%	1%
COc1ccc(-n2c(SCC(N)=O)nc3c(oc4ccccc43)c2=O)cc1	i	-5%	1%
Cc1cc(OCC(=O)NCC2(N3CCN(C)CC3)CCCCC2)cc(C)c1Cl	-22%	-34%	?

One compound at a time (already shown). Screens in order: PTHR1 ag | GLP1R cytotox | GLP-1R inv ag
COc1ccc(-c2nnc(SCC(=O)Nc3cccc(F)c3)s2)cc1 across the screens: -7% | 1% | 9%
Cc1cc(OCC(=O)NCC2(N3CCN(C)CC3)CCCCC2)cc(C)c1Cl across the screens: -22% | -34% | ?
CCN(CC)c1ccc(NC(=O)c2cc(S(=O)(=O)N3CCc4ccccc43)cn2C)c(C)c1 across the screens: -12% | -4% | 1%

As entered above.
Cc1cc(OCC(=O)NCC2(N3CCN(C)CC3)CCCCC2)cc(C)c1Cl @ PTHR1 ag = -22%
COc1ccc(-c2nnc(SCC(=O)Nc3cccc(F)c3)s2)cc1 @ GLP-1R inv ag = 9%
COc1ccc(-n2c(SCC(N)=O)nc3c(oc4ccccc43)c2=O)cc1 @ GLP1R cytotox = -5%
